GAA glycogen: alters human alpha-glucosidase cleavage of glycogen; 0.38% of 300,000 active; Potency, µM (series often up to 76.4 µM), for inactives: at the highest dose activity change, negative = inhibition, hits mostly inhibitors; P10253; recombinant GAA, glycogen substrate, Amplex Red glucose oxidase fluorescence;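 further: 0% = full enzyme reaction and -100% = no-enzyme basal signal; the screen sought inhibitors and activators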
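Recombinant human enzyme (4 nM); glycogen substrate; 37 C, 40 min, pH 5.0. Readout: coupled glucose oxidase/Amplex Red fluorescence.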
Tau fibril FP: inhibitors of human tau fibril formation; Potency, µM (titrated, usually from 57.7 µM), inactives show top-dose activity, negative = inhibition, usual class: inhibitors; P10636; K18 P301L tau heparin fibrillization, Alexa594 FP, 6 h; 0.39% of 280,000 active; AID 1468; further: on the % scale 0 is the no-effect control and ±100 the full control effect; nearly all actives have a fitted effect of over 55% in size
Target sequence (P10636 561-689 P618L limits assumed): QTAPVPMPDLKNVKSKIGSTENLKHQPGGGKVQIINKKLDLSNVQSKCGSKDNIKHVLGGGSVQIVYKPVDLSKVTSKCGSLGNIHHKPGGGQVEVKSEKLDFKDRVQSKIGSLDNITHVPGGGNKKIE
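Quantitative HTS format: compounds meet 15 uM recombinant K18 P301L tau and Alexa 594-tau tracer in 100 mM sodium acetate pH 7; 20 uM heparin triggers fibrillization at 37 C over 6 hr; FP gives the signal.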
GAA inhib: alpha-glucosidase (human) inhibition. P10253. AID 1466. purified human GAA, 4-MU-alpha-glucoside fluorescence. Potency, µM (highest dose often 76.9 µM), inactives show at the top dose activity change, negative = inhibition, usual class: inhibitors. 0.005% of 200,000 active;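 further: plate controls were uninhibited enzyme wells for no effect and no-enzyme background for full effect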
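AC50 values come from Hill fits of compound titrations (up to 77 uM) against 4 nM human enzyme. Substrate 4-methylumbelliferyl-alpha-D-pyranoside at 400 uM, pH 5.0 citrate buffer, 20 min room temperature; fluorescence Ex 365/Em 440 after alkaline stop.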
Tau ThT inhib: inhibitors of human tau fibril formation, thioflavin T binding; 2.1% of 270,000 active; P10636; recombinant tau K18 P301L, heparin-induced fibrillization, ThT fluorescence; AID 1460; Potency, µM (series often up to 57.4 µM), for inactives: at the highest dose activity, negative = inhibition, usual class: inhibitors; further: on the % scale 0 is the no-effect control and ±100 the full control effect; nearly all actives have a fitted effect of over 55% in size
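Tau K18 P301L fragment (15 uM unlabeled plus 0.24 uM Alexa 594-labeled) in 100 mM sodium acetate pH 7 with compound, fibrillization induced by 20 uM heparin for 6 hr at 37 C. Thioflavin T (30 uM) added, fluorescence read after 1 hr (ex 450, em 510 nm).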
GLA spleen mod: inhibits or activates alpha-galactosidase in human spleen homogenate. human spleen homogenate, 4MU-alpha-Gal fluorescence, 40 min. Potency, µM (top dose mostly 80 µM), inactives show top-dose activity change, negative = inhibition, usual class: inhibitors. P06280. AID 2107. 0.008% of 240,000 active;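 further: 0% = enzyme with vehicle and -100% = no enzyme basal signal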
Target sequence (P06280 32-429 limits assumed): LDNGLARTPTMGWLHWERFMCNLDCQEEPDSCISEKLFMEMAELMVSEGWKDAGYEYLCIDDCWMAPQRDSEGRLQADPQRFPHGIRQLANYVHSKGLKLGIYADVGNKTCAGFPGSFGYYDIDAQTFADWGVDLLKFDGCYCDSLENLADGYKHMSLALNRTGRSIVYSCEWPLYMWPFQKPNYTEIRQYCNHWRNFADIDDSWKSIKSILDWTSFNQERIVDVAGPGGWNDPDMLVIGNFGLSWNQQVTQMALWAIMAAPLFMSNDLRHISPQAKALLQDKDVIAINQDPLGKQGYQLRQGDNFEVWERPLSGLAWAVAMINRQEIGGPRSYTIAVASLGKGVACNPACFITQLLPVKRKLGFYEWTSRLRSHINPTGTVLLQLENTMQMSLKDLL
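Spleen homogenate 1 ug + cpd (titration) + 4-MU-alpha-D-galactopyranoside 1 mM; 37C 40 min; 50 mM citrate/phosphate pH 5.0, 0.01% Tween-20; stop pH 10; fluorescence 365/440; AC50 via Hill.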
Tau fluor counter: counter-screen for tau fibril formation inhibitors | tau K18 P301L (four-repeat tau fragment) Alexa594 fluorescence, heparin fibrillization | Potency, µM (highest dose often 57.7 µM), without a hit: at the top dose activity change, negative = decrease | 0.93% of 280,000 active | AID 1463; further: on the % scale 0 is the no-effect control and ±100 the full control effect; nearly all actives have a fitted effect of over 55% in size
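Human K18 P301L tau (15 uM unlabeled plus 0.24 uM Alexa 594-labeled, final) in 100 mM sodium acetate pH 7 was mixed with compound and 20 uM heparin and incubated 6 hr at 37 C.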
HTT ATP protect: cytoprotection in Huntington HTT-Q103 PC12 cell model; PC12 HTT-Q103 induced, cytoprotection, ATP luminescence, 40 h; Potency, µM (highest dose often 56.4 µM), for the others: cytoprotection (ATP increase), usual class: activators; 0.14% of 230,000 active;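 further: % of control where 0% means no effect; nearly all actives have a fitted effect of over 45% in size; toxic huntingtin expression switched on by the ecdysone agonist tebufenozide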
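ATP quantification (ATPlite) reports survival of PC12 cells in which tebufenozide, 100 nM final, switches on Htt exon 1 with 103 glutamines linked to GFP; compounds are titrated.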
aGlu spleen mod: inhibits or activates alpha-glucosidase in human spleen homogenate. AID 2112. Potency, µM (titrated, usually from 79.9 µM), for the others: at the top dose activity change, negative = inhibition, usual class: inhibitors. human spleen homogenate, 4-MU-alpha-glucoside fluorescence. 0.006% of 240,000 active. P10253;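 further: 0% = enzyme with vehicle and -100% = no enzyme basal signal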
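AC50 values come from Hill-equation fits of concentration-response data, normalized to no-enzyme and full-activity controls. Enzyme source: 1 ug human spleen homogenate; 1 mM fluorogenic 4-MU glucoside, pH 5.0 citrate buffer, 37 C, 40 min.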
* = called active by the depositor; ? = inconclusive; nt = not tested or not shown; & = joins results of further samples; [ ] = another dose, or the depositor's remark. The call rests on the fitted dose curve; in most records, active means well fitted curve in the direction sought with a large enough effect; inconclusive means small, poorly fitted or top-dose-only effect, or another doubt; inactive means no such curve, though single readings can be large; an effect the other way counts as inactive or inconclusive. Potency means the concentration at half of the fitted maximal effect. An excerpt; rates above refer to the full screens.

Results follow in this order: GAA glycogen	Tau fibril FP	GAA inhib	Tau ThT inhib	GLA spleen mod	Tau fluor counter	HTT ATP protect	aGlu spleen mod
COC(=O)c1ccc(-c2nc(-c3ccc(Br)o3)no2)cc1
 : -1%	3%	-1%[15.4 µM]	?	5%	-5%	-14%	3%
COc1ccc(O)c(CN2CCCC(C(=O)c3sccc3C)C2)c1 (centres undefined)
 : ?	3%	1%	-13%	-4%	-19%	21%[10 µM]	-2%
CCCCn1c(O)c(C(CC)=NCc2ccc(F)cc2)c(=O)[nH]c1=O
 : -2%	-1%	-1%	-5%	10%	-6%	-9%	8%
Cc1ccc(OCC(=O)Nc2ccc(Cl)cc2C(=O)c2ccccc2)cc1C
 : -10%[76.3 µM]	-1%	nt	3%	nt	0%	nt	nt
CN1CCN(c2nc(N)cc(=O)[nH]2)CC1
 : -2%	4%	nt	-11%	4%	-11%	26%[10 µM]	5%
C=C(C)[C@H]1C2C(=O)O[C@H]1[C@H]1OC(=O)[C@@]34O[C@@H]3C[C@]2(O)[C@@]14C
 : nt	-1%&0%	nt	-3%&-11%	1%&15%	0%&-14%	-17%	0%&8%
C[N+]1(C)[C@@H]2CC[C@H]1CC(OC(=O)C(CO)c1ccccc1)C2 (some centres undefined)
 : 4%&-1%	9%&-4%	-6%&2%[15.4 µM]	2%&-5%	14%&2%	3%&-10%	nt	1%&-1%
O=C(CNC(=O)c1ccc(Br)cc1)NCC(=O)OCC(=O)c1ccc([N+](=O)[O-])cc1
 : -3%	?	8%	28µM*	1%	-25%	-8%[10 µM]	-4%
O=C1NC(=O)N(Cc2ccco2)C(=O)/C1=C/C=C/c1ccco1
 : 8%	?	nt	8.9µM*	-11%	-22%	-28%[10 µM]	-10%
CCC(=NC(C)c1ccccc1)c1c(O)[nH]c(=O)[nH]c1=O (centres undefined)
 : 0%	-2%	nt	nt	-2%	-2%	22%[10 µM]	6%
O=C(NCCN1CCOCC1)c1ccc(Cl)nc1
 : -7%	0%	nt	-7%	3%	-6%	-2%[10 µM]	13%
O=C(NCc1cccnc1)C(Cl)(Cl)Cl
 : 7%	3%	1%	3%	1%	6%	-16%[0.074 µM]	-1%
O=C(Nc1cccc(OC(=O)N2CCCCC2)c1)N1CCOCC1
 : -2%	-7%	-6%	3%	-5%	-3%	13%[10 µM]	-5%
Oc1c(Cl)c(Cl)c(Cl)c(Cl)c1Cl
 : nt	6%	nt	?	3%&6%	?	?	9%&-5%
Cc1c(NP(=S)(C(C)(C)C)C(C)(C)C)c(=O)n(-c2ccccc2)n1C
 : 4%	1%	?	-8%	-7%	-2%	-12%[10 µM]	1%

Complete entries as entered above. Values in the order: GAA glycogen | Tau fibril FP | GAA inhib | Tau ThT inhib | GLA spleen mod | Tau fluor counter | HTT ATP protect | aGlu spleen mod
`O=C(CNC(=O)c1ccc(Br)cc1)NCC(=O)OCC(=O)c1ccc([N+](=O)[O-])cc1` as listed: -3% | ? | 8% | 28µM* | 1% | -25% | -8%[10 µM] | -4%
`Cc1ccc(OCC(=O)Nc2ccc(Cl)cc2C(=O)c2ccccc2)cc1C` as listed: -10%[76.3 µM] | -1% | nt | 3% | nt | 0% | nt | nt

New compounds follow.
Results follow in this order: GAA glycogen	Tau fibril FP	GAA inhib	Tau ThT inhib	GLA spleen mod	Tau fluor counter	HTT ATP protect	aGlu spleen mod
O=C(C(=O)N1CCOCC1)c1cn(Cc2ccccc2Cl)c2ccccc12
 : 10%	2%	0%	-3%	5%	-16%	nt	0%
C[C@@H](Cc1cccc(C(F)(F)F)c1)NCCCc1ccccc1
 : nt	-2%	nt	0%	6%	-9%	?	-4%
CCCN1CCc2cccc3c2C1Cc1ccc(O)c(O)c1-3 (centres undefined)
 : nt	32µM*	nt	14µM*	-7%&3%	18µM*[quencher]	-26%	4%&-9%
CN(C)c1ccc(C(=O)c2ccc(N(C)C)cc2)cc1
 : 1%	6%	1%	?	4%	-19%	-100%[inhibitor]	1%
Cc1cc(Oc2ccc(C(F)(F)F)cc2[N+](=O)[O-])c2c3c(c(=O)oc2c1)CCCC3
 : 13%	7%	0%	-13%	-3%	-19%	20%[10 µM]	6%
Cc1cc(C(C)(C)C)cc(C)c1CC1=NCCN1
 : 3%	?	2%[15.4 µM]	1%&-7%&-13%	6%	-8%&-2%&-25%	-45%[inhibitor]	3%
COc1ccc(-n2c(O)c(C=NCCN(C)C)c(=O)[nH]c2=O)cc1
 : 0%	0%	nt	0%	3%	6%	-2%[10 µM]	-2%
CC1CCCC(=O)CCC/C=C/c2cc(O)cc(O)c2C(=O)O1 (centres undefined)
 : nt	2%	nt	-10%	2%	-21%	-40%[inhibitor]	-9%
Cc1c(N=Cc2c(O)n(CCc3ccc(F)cc3)c(=O)[nH]c2=O)c(=O)n(-c2ccccc2)n1C
 : 1%	-2%	-9%	-15%	3%	-11%	20%[1.9 µM]	-2%
Cc1ccccc1Nc1c(-c2ccc(Br)cc2O)nc2sccn12
 : ?	1%	nt	-2%	nt	?	nt	nt
CC(C(=O)c1ccc2ccccc2c1)N1CCCCC1 (centres undefined)
 : 6%	-8%	?	-3%	-4%	-4%	-47%[inhibitor]	nt
CCOP(=O)(OCC)C(NC(=O)c1ccc(C)cc1)=C(Cl)Cl
 : 9%	9%	7%	1%	5%	4%	-12%[10 µM]	6%
O=C(O)[C@@H]1Cc2[nH]cnc2C(c2cccnc2)N1 (some centres undefined)
 : nt	-4%	nt	-12%	5%	-8%	-26%	-4%
CCCCCCCCCCCCCCCCOC[C@H](COP(=O)([O-])OCC[N+](C)(C)C)OC(C)=O
 : nt	2%&5%	nt	-8%&1%	11%&6%	-2%&12%	-4%&-19%	-1%&9%
CCOP(=O)(OCC)C(O)c1ccc(N(C)C)cc1 (centres undefined)
 : ?	8%	nt	-2%	3%	-3%	-2%[10 µM]	10%
COc1ccc(/C=C2/C(=O)NC(=O)N(c3ccccc3)C2=O)cc1CN1C(=O)c2ccccc2C1=O
 : -8%	-1%	nt	?	2%	-15%	6%[10 µM]	-2%
CCc1nnc(NS(=O)(=O)c2ccc(N=Cc3c(O)n(-c4ccccc4)c(=O)[nH]c3=O)cc2)s1
 : 0%	-10%	4%	?	2%	-12%	-48%[inhibitor][10 µM]	4%
CCC1(c2ccccc2)C(=O)NC(=O)N(C)C1=O (centres undefined)
 : nt	11%	nt	-1%	9%	-6%	?	-5%
Cc1nn(Cc2ccccc2)c(C)c1C(=O)OCC(=O)Nc1cccc(S(N)(=O)=O)c1
 : 8%	-5%	-3%	-1%	-2%	-10%	-4%	-1%
O=c1c2ccccc2nc(/C=C/c2ccco2)n1-c1ccccc1O
 : 6%	-7%	nt	?	6%	-27%	-12%[10 µM]	4%
COc1cc(-n2c(=S)[nH]c3ccccc3c2=O)c(Cl)cc1Cl
 : -8%	-11%	-5%	2%	6%	-21%	-15%	-3%
CCc1nc(SC)ncc1C(=O)Nc1ccc(Cl)cc1C(=O)c1ccccc1
 : 3%[76.3 µM]	-11%	nt	-1%	nt	-6%	nt	nt
Cc1cc(/C=C2\C(=O)NC(=O)N(c3ccc(F)cc3)C2=O)c(C)n1-c1ccc(C(=O)O)cc1
 : ?	-13%	28µM*	?	13%	-20%	2%[10 µM]	0%
CC[C@@]1(O)C(=O)OCc2c1cc1n(c2=O)Cc2cc3c(N)cccc3nc2-1
 : -2%	-6%	nt	?	6%	-14%	-73%[inhibitor][10 µM]	-5%
COc1ccc2c(c1OC)C(=O)OC2c1c(O)n(C2CCCCC2)c(=O)[nH]c1=O (centres undefined)
 : 2%	3%	-9%	?	9%	-3%	12%	8%
N[C@]1(C(=O)O)CC[C@@H](C(=O)O)C1 (racemic)
 : nt	0%&3%	nt	5%&1%	-7%&-11%	0%&-2%	-29%&2%	-4%&-1%
O=C1CC(=O)N(c2ccc(Cl)cc2Cl)C(=O)N1
 : -10%	-10%	1%	?	-2%	-10%	15%	3%
O=P1(Nc2cccnc2)COc2ccccc2OC1
 : -15%	-1%	-8%	1%	6%	2%	-7%[0.074 µM]	2%
CON(C)C(=O)Nc1ccc(Cl)cc1
 : -3%	1%	-16%	4%	4%	-5%	6%[1.9 µM]	-10%
COC(=O)C1=CO[C@@H](C)[C@@H]2CN3CCc4c([nH]c5cc(OC)ccc45)[C@@H]3C[C@H]12
 : nt	-8%	nt	22µM*	-6%	?	-6%	-2%
O=C1N(c2ccccc2)C(c2cccnc2)N2CCCN12 (centres undefined)
 : -4%	-3%	-2%	-15%	5%	-22%	-23%	11%
CCCCCCCC(=O)NC(Oc1ccccc1[N+](=O)[O-])C(Cl)(Cl)Cl (centres undefined)
 : -10%	1%	?	-7%	5%	-15%	-3%[10 µM]	-9%
CN1CC(C(=O)c2ccc(Cl)cc2)C(c2ccc(N(C)C)cc2)C1 (centres undefined)
 : -4%	8%	?	5%	3%	-1%	-29%	2%
CC(=O)Nc1ccc(OC(=O)N2CCCCC2)cc1
 : 1%	7%	-2%	1%	1%	5%	-27%[10 µM]	-3%
OCC[N+]12CCC(CC1)C(C(O)(c1ccccc1)c1ccccc1)C2 (centres undefined)
 : 7%	5%	nt	-5%	0%	1%	6%[10 µM]	-5%
O=C(CCCCCn1c(=S)[nH]c2ccccc2c1=O)N1CCC2(CC1)OCCO2
 : 3%	7%	2%	-20%	5%	-12%	4%	4%
COCCN1C(=O)NC(=O)/C(=C\c2ccc(F)cc2)C1=O
 : 15%	?	-9%	?	-4%	-4%	-9%	-1%
CC(=NCCc1ccccc1)c1c(O)n(C)c(=O)n(C)c1=O
 : 5%	7%	nt	0%	-5%	6%	36%[10 µM]	0%
CC(=O)c1cccc(NC2=NCC(C)S2)c1 (centres undefined)
 : -10%	2%	?	-12%	-9%	-8%	-1%	-10%
O=C1NC(=O)N(CCc2ccc(F)cc2)C(=O)/C1=C/c1cccs1
 : 5%	-11%	5%	?	-1%	-14%	-12%	-16%
O=C(Nc1ccc(OC(=O)N2CCCCC2)cc1)N1CCOCC1
 : -10%	-7%	?	-8%	1%	-8%	-19%[10 µM]	7%
O=C(Nc1ccc2nc(SCC(=O)N3CCCc4ccccc43)sc2c1)c1cccc(F)c1
 : 1%[76.3 µM]	?	nt	1%	nt	?	nt	nt
NC(N)=N/N=C/c1ccc(N2CCOCC2)cc1
 : 1%	-13%	-6%	?	2%	-26%	-77%[inhibitor]	1%
